Anthrax LF prot = anthrax lethal factor protease inhibition. P15917. multiplex microsphere protease cleavage assay, LF. inhibition, % at 10 µM. actives 0.12% (n = 360,000). AID 588501; further: plate controls were buffer without enzyme for full effect and enzyme alone for no effect
Mtb FBA inh = inhibitors of M. tuberculosis fructose-bisphosphate aldolase; actives 2.3% (n = 360,000); P9WQA3; purified M. tuberculosis FBA, fluorescence read-out; inhibition, % at 1 µM; in the data active means inhibition above about 27%;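 further: 0% = vehicle and 100% = reference inhibitor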
Target sequence (P9WQA3 whole entry, looked up): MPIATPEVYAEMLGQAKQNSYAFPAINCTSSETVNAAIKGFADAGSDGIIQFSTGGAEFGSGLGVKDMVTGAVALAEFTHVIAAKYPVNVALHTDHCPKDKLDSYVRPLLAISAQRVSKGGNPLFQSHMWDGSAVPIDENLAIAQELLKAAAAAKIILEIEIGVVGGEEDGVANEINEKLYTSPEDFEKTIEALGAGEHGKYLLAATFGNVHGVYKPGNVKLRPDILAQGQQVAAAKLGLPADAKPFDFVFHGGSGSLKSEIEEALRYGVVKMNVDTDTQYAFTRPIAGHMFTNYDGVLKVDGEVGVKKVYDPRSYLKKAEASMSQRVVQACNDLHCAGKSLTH
UGM FP inh = inhibitors of M. tuberculosis UDP-galactopyranose mutase | AID 504406 | purified UGM, fluorescence polarization probe displacement | actives 0.06% (n = 320,000) | inhibition, % at 10 µM; in the data active means inhibition above about 10%, passing the limit was not always enough; inconclusive means no clear call, values can overlap the other calls
Target sequence (P9WIQ1 whole entry, looked up): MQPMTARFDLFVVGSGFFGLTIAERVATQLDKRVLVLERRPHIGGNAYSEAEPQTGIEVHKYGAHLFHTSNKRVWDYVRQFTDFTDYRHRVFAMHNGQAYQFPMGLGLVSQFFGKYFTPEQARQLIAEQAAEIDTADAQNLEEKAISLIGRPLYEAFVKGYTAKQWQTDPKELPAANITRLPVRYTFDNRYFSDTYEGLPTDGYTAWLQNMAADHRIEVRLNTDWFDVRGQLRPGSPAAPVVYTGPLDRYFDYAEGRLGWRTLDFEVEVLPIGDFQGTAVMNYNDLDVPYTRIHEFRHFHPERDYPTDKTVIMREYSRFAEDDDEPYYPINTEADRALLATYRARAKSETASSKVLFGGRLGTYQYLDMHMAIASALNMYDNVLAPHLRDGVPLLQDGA
PfHsp40 yeast = rescue of PfHsp40-mediated yeast toxicity; S. cerevisiae expressing PfHsp40, growth rescue, ATP luminescence; growth rescue, % at 12.5 µM; actives 0.68% (n = 340,000); AID 504582; in the data active means growth rescue above about 28%, passing the limit was not always enough; inconclusive means no clear call, values can overlap the other calls;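 further: yeast W303a lacking pdr1 and pdr3 grown in galactose medium; growth measured after three days at 30 °C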
Mtb BioA inh = blocks M. tuberculosis BioA enzyme activity; purified M. tuberculosis BioA enzyme, plate reader; inhibition, % at 9.99 µM; actives 0.096% (n = 360,000); AID 602481; in the data active means inhibition above about 40%; inconclusive means no clear call, values can overlap the other calls
GDH-TPI counter = counter-screen for M. tuberculosis FBA inhibitors: GDH-TPI coupled enzymes. GDH-TPI coupled enzyme counterscreen, NADH absorbance. inhibition, % at 4.8 µM. actives 1.2% (n = 360,000). AID 588335; in the data active means inhibition above about 30%;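 further: 0% = DMSO wells and 100% = wells lacking the enzyme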
BoNT F protease = blocks Botulinum neurotoxin F light chain protease. actives 0.22% (n = 360,000). inhibition, % at 10 µM. Multiplex microsphere protease cleavage assay, flow cytometry. AID 588497; in the data active means inhibition above about 35%, passing the limit was not always enough; inconclusive means no clear call, values can overlap the other calls; further: plate controls were buffer without enzyme for full effect and enzyme alone for no effect
FadD28 binding = blocks FadD28 binding to the bisubstrate probe; actives 0.22% (n = 360,000); fluorescence polarization; AID 588549; inhibition, % at 12.5 µM; in the data active means inhibition above about 8.5%, passing the limit was not always enough; inconclusive means no clear call, values can overlap the other calls
BoNT A protease = blocks Botulinum neurotoxin A light chain protease. multiplex microsphere protease substrate cleavage, flow cytometry. AID 588499. inhibition, % at 10 µM. actives 0.17% (n = 360,000); further: plate controls were buffer without enzyme for full effect and enzyme alone for no effect
Active calls of the source: *; u = inconclusive; x = not tested or not shown. Unless noted, no stated cut-off is given here; in the data, active means inhibition above about 30%; inconclusive means no clear call, values can overlap the other calls; inactive means below that.

SMILES	Anthrax LF prot	Mtb FBA inh	UGM FP inh	PfHsp40 yeast	Mtb BioA inh	GDH-TPI counter	BoNT F protease	FadD28 binding	BoNT A protease
Nc1ncccc1C(=O)OCC(=O)NC1CCCCCC1	-4	33*	2.7	0.0	0.2	11	22	-2.8	3.3
CC(C)(C)c1ccc(C(=O)OCCN2CCCCC2)cc1	3	-1	-1.0	1.0	-0.4	-1	13	-3.8	-1.2
O=C(N/N=C/C=C\c1ccccc1[N+](=O)[O-])c1ccco1	4	6	-2.1	0.3	x	20	-6	-1.8	-1.3
Clc1ccc(OCCn2ccnc2)cc1Cl	-10	6	0.1	0.5	0.2	6	-20	1.4	-6.2
Cc1ccccc1CN1C(=O)C(C)Sc2ccc(-c3ccco3)cc21 (configuration not stated)	-6	-1	x	x	-2.2	-11	-2	-5.3	0.0
COc1ccc(Nc2c(-c3ccco3)nc3ccc(C)cn23)cc1	-1	18	0.6	1.3	-2.3	22	-9	-2.0	-0.3
CCc1cccc2c(C=C(C#N)C#N)cn(CC(=O)N3CCCC3)c12	-4	-2	-1.3	0.1	1.7	7	-6	-1.6	0.2
CCn1c(C)[n+](CC)c2ccc(C(=O)N(C)c3ccccc3)cc21	-1	2	-0.4	-0.8	x	-3	3	0.2	0.5
C(=NN=C(NN=Cc1cccs1)NN=Cc1cccs1)c1cccs1	-6	2	x	11	-2.5	44*	-12	1.0	-0.1
CCCCNC(=O)CSc1nc(O)cc(=O)n1C1CCCC1	-6	-2	1.5	-0.8	0.9	3	5	0.2	0.7
COc1cc(OC)c(/C=N/NC(=O)c2ccncc2)c(OC)c1	-19	0	1.0	3.3	-2.0	6	u	0.0	-8.2
O=C(O)c1cccc(N/N=C/c2ccc(-c3ccccc3)cc2)c1	-7	6	x	-2.3	x	12	-5	7.3	0.8
S=C1NCCOCCOCCOCCNC(=S)N2CCOCCOCCN1CCOCCOCC2	-2	1	1.9	0.3	x	7	2	-0.1	-0.5
CS(=O)(=O)c1nc(-c2ccc(F)cc2)cc(C(F)(F)F)n1	1	14	x	0.2	x	7	-2	-3.1	-0.1
Cn1cccc1CN1CCN(C(=O)COc2ccccc2)CC1	-5	1	2.6	0.3	-0.1	4	-7	-0.4	-0.6
COc1ccc2oc(=N)c(C(=O)Nc3ccc(F)cc3)cc2c1	1	4	-1.3	-0.2	x	6	u	-2.7	-12
COC(CNC(=O)c1cnn2c(C)c(Cc3ccccc3)c(C)nc12)OC	0	78*	0.2	1.8	x	10	-1	-2.1	0.2
O=C(NCc1ccncc1)C1CCCN(S(=O)(=O)c2cc(Cl)ccc2Cl)C1 (configuration not stated)	u	0	0.3	-1.1	x	0	u	-4.2	-2.3
Cc1ccc(NC(=O)CCS(=O)(=O)c2cc3[nH]c(=O)c(=O)[nH]c3cc2C)cc1	2	-6	0.9	-1.2	-0.5	7	1	-3.0	1.9
CC(C)NC(=O)Cn1c(SCC(=O)N2c3ccccc3CC2C)nc2ccccc21 (configuration not stated)	0	2	-4.0	2.6	-0.8	13	5	-0.5	2.9
Cn1cc([N+](=O)[O-])c(C(=O)n2cccn2)n1	-14	-2	-0.6	0.0	x	0	u	-2.0	u
O=C(Nc1cccnc1)c1ccco1	-3	-2	-2.0	0.6	-0.8	4	2	-1.9	-0.6
CN(C)c1ccc(S(=O)(=O)NCC(=O)OCC(=O)NC(=O)C2CCCCC2)cc1[N+](=O)[O-]	x	2	0.0	0.6	-0.4	2	x	-0.7	x
COc1ccc(Cl)c(Cn2c(NCCCO)nc3c2c(=O)n(C)c(=O)n3C)c1	0	0	-0.1	0.5	0.0	-4	-6	0.7	0.3
Cc1nc(-c2ccc(S(=O)(=O)N3CCN(C4c5ccccc5-c5ccccc54)CC3)s2)cs1	-2	-3	2.0	0.1	x	6	-6	-2.1	-0.3
O=C(NCCc1ccc(F)cc1)c1cccc(NC(=O)c2ccccc2)c1	x	1	0.6	-1.7	-1.0	3	x	-0.6	x
CC1(C(=O)NCc2ccc3c(c2)OCO3)CCN1C(=O)CC1CCCC1 (configuration not stated)	-3	-1	x	x	-0.1	2	-15	-0.4	-1.8
CC1CN(Cc2ccccc2)C(=O)NC1=O (configuration not stated)	-4	0	x	0.0	-2.4	9	2	0.6	-0.3
Cn1ccnc1SCC(=O)c1ccc(Br)cc1	-1	0	0.8	-1.1	-5.0	6	-6	1.3	1.0
CCC/C=C/c1ccc(CN2C(C)C(=O)N(Cc3cn(CCC4OCCCO4)nn3)CCS2(=O)=O)cc1 (configuration not stated)	-3	4	x	x	0.9	3	-2	-2.8	0.2
CCc1cccc(NC(=O)CCc2c(C)nn(-c3ccc(N4CCCCC4)nn3)c2C)c1	0	1	-3.2	7.9	-0.9	8	-4	-4.7	0.9
CCOC(=O)N1CCN(c2c(N3CC=C(c4ccccc4)CC3)c(=O)c2=O)CC1	-4	2	-2.4	0.8	4.8	1	-6	-1.5	-0.4
CN(C(=O)COC(=O)c1nc(Cl)c(Cl)c(Cl)c1Cl)C1CCS(=O)(=O)C1 (configuration not stated)	-3	-5	x	0.4	x	-7	-2	-4.7	-0.9
CC(CCc1ccccc1)NC(=O)C(Cc1ccccc1)NS(=O)(=O)c1cccs1 (configuration not stated)	-1	0	-0.8	1.1	0.0	-9	-9	-0.7	-1.0
NC(=O)c1cc([N+](=O)[O-])ccc1N1CCN(Cc2ccccc2)CC1	7	-4	0.8	0.5	1.4	2	-6	-5.6	-2.3
O=C(NCCO)c1cc2cc(Cl)cc(Cl)c2oc1=O	0	4	0.5	-1.6	x	-2	0	-4.5	0.3
Cc1cc(C(=O)NNS(=O)(=O)c2cc(C(=O)O)ccc2Cl)c(C)n1-c1ccccc1	5	-1	-2.5	0.7	-0.8	-1	-8	-1.2	-2.1
COCc1cccc(-c2csc(C(O)c3ccc(F)c(OC)c3)n2)c1 (configuration not stated)	3	3	x	x	-2.1	4	2	-0.9	0.1
Cc1ccc(-c2nnc(/C=C/c3ccccc3)o2)cc1	-1	4	0.6	1.2	x	15	-4	-3.4	-0.3
CC1CN(C(=S)Nc2ccc(Cl)cc2)CC(C)O1 (configuration not stated)	-13	0	-2.1	-2.3	-0.7	8	9	-3.6	-1.3

Another view of part of the listing above:
O=C(O)c1cccc(N/N=C/c2ccc(-c3ccccc3)cc2)c1
  Anthrax LF prot: -7
  Mtb FBA inh: 6
  UGM FP inh: x
  PfHsp40 yeast: -2.3
  Mtb BioA inh: x
  GDH-TPI counter: 12
  BoNT F protease: -5
  FadD28 binding: 7.3
  BoNT A protease: 0.8

S=C1NCCOCCOCCOCCNC(=S)N2CCOCCOCCN1CCOCCOCC2
  Anthrax LF prot: -2
  Mtb FBA inh: 1
  UGM FP inh: 1.9
  PfHsp40 yeast: 0.3
  Mtb BioA inh: x
  GDH-TPI counter: 7
  BoNT F protease: 2
  FadD28 binding: -0.1
  BoNT A protease: -0.5

The list goes on:
SMILES	Anthrax LF prot	Mtb FBA inh	UGM FP inh	PfHsp40 yeast	Mtb BioA inh	GDH-TPI counter	BoNT F protease	FadD28 binding	BoNT A protease
Cn1c(=O)c(C(=O)COc2ccc(F)cc2Cl)c(N)n(Cc2ccccc2)c1=O	5	2	-3.2	0.4	-1.3	-5	-6	-5.5	0.0
CCN(Cc1ccccc1)c1ccc(/C=N/N2CCOCC2)cc1	-1	1	1.8	0.3	x	28	-13	-0.4	-2.1
CC(=O)Nc1ccc(S(=O)(=O)N2CCN(c3nc4ccccc4n3CC(C)C)CC2)cc1	15	0	1.8	0.4	8.8	-1	8	-2.8	1.0
CCOc1c(O)ccc(/C=C2\SC(=S)NC2=O)c1[N+](=O)[O-]	-10	-34	4.4	x	x	14	-10	u	-2.2
CN(C)c1nc(N/N=C/c2c[nH]c3ccccc23)nc(N2CCOCC2)n1	-7	0	-2.2	1.6	x	12	6	-2.0	-0.6
CC(=O)Nc1cccc(-c2nc3ccccc3o2)c1	-2	7	1.9	0.0	0.3	-6	26	0.1	0.5
CC1(C)CC(Cc2ccc(C(=O)c3ccccc3)cc2)N(C(=O)OC(C)(C)C)N1 (configuration not stated)	3	1	x	x	-0.4	20	6	-2.5	-0.1
CC(=O)Nc1nc(C)c(Oc2ccc(C)cc2)c(=O)[nH]1	-7	0	0.6	-1.9	x	0	-1	-0.5	0.8
CCOC(=O)N1CCC(N2Cc3cccc(C(=O)Nc4ccc(OCC)cc4)c3C2=O)CC1	0	0	-1.1	-0.6	-1.4	-1	1	-4.0	1.5
CCn1c(CNc2nc3ccccc3n2C(C)C)nc2ccccc21	-1	4	-4.0	-0.1	2.3	7	12	-0.5	0.5
CC12CC(c3ccccc3O1)N(C(=O)c1ccco1)C(=O)N2c1ccccc1 (configuration not stated)	-5	0	x	-0.1	0.6	0	-11	-2.8	-0.5
CCOC(=O)C(C)n1cnc2c(nnn2Cc2ccc(C)cc2)c1=O (configuration not stated)	0	-2	1.1	-1.3	x	-8	0	-3.0	u
Nc1ccn([C@@H]2O[C@H](C(=O)Nc3cc(C(F)(F)F)cc(C(F)(F)F)c3)[C@@H](O)[C@H]2O)c(=O)n1	5	0	x	x	1.0	x	-3	-5.6	0.6
CN(C)c1ccc(NC(=S)NCC2CCCO2)cc1 (configuration not stated)	-3	-2	-0.1	-0.8	x	4	-16	-0.5	-0.8
CCCCCCNc1c([N+](=O)[O-])c(=O)sc2ccccc12	0	1	0.0	u	x	12	6	-1.1	-1.3
COc1ccc2nc(C(c3ccc(C)cc3)n3c(-c4ccccc4Br)nc4ccccc43)[nH]c2c1 (configuration not stated)	-1	52*	x	x	-3.9	x	-8	-2.2	-0.6
COc1ccc([N+](=O)[O-])c(OC)c1C(=O)NC(=O)Nc1nc(C)nc(C)n1	-3	-2	1.7	-1.2	-0.5	4	-10	-1.3	-1.9
Cc1cc(Br)cc(C)c1NC(=O)c1ccccc1[N+](=O)[O-]	-1	-1	-1.3	-1.9	x	9	9	-1.6	0.5
Cc1ccc(Cn2ncc3c(N4CCN(c5ccccc5C)CC4)ncnc32)cc1	-10	2	-0.4	1.5	x	-6	0	-2.7	-0.7
COc1ccc(NC(=O)c2cccnc2)c(OC)c1	-1	1	-4.4	1.0	15	-5	2	1.7	u
COc1ccccc1-n1cnnc1SCC(=O)Nc1cc(C(C)(C)C)nn1-c1ccccc1	-2	4	-0.4	-0.2	23	3	20	-2.3	0.6
CCOC(=O)Cn1nnnc1C(CC)N(Cc1cccs1)Cc1cc2cc(C)ccc2[nH]c1=O (configuration not stated)	-2	0	1.3	1.0	0.0	13	3	-2.7	0.2
CCn1c(=O)cc(OCC(=O)N2CCc3ccccc32)c2ccccc21	-6	-1	x	0.5	-1.3	11	-4	-2.2	-0.4

Filtered by structure: the entries above containing a nitro group on carbon
SMILES	Anthrax LF prot	Mtb FBA inh	UGM FP inh	PfHsp40 yeast	Mtb BioA inh	GDH-TPI counter	BoNT F protease	FadD28 binding	BoNT A protease
O=C(N/N=C/C=C\c1ccccc1[N+](=O)[O-])c1ccco1	4	6	-2.1	0.3	x	20	-6	-1.8	-1.3
Cn1cc([N+](=O)[O-])c(C(=O)n2cccn2)n1	-14	-2	-0.6	0.0	x	0	u	-2.0	u
CN(C)c1ccc(S(=O)(=O)NCC(=O)OCC(=O)NC(=O)C2CCCCC2)cc1[N+](=O)[O-]	x	2	0.0	0.6	-0.4	2	x	-0.7	x
NC(=O)c1cc([N+](=O)[O-])ccc1N1CCN(Cc2ccccc2)CC1	7	-4	0.8	0.5	1.4	2	-6	-5.6	-2.3
CCOc1c(O)ccc(/C=C2\SC(=S)NC2=O)c1[N+](=O)[O-]	-10	-34	4.4	x	x	14	-10	u	-2.2
CCCCCCNc1c([N+](=O)[O-])c(=O)sc2ccccc12	0	1	0.0	u	x	12	6	-1.1	-1.3
COc1ccc([N+](=O)[O-])c(OC)c1C(=O)NC(=O)Nc1nc(C)nc(C)n1	-3	-2	1.7	-1.2	-0.5	4	-10	-1.3	-1.9
Cc1cc(Br)cc(C)c1NC(=O)c1ccccc1[N+](=O)[O-]	-1	-1	-1.3	-1.9	x	9	9	-1.6	0.5
